Epigenetic derep: regulators of epigenetic silencing causing reporter derepression in mouse cells | murine LDR cells, GFP reporter derepression, 30 h | Potency, µM (top dose mostly 53.9 µM), without a hit: top-dose GFP activation, most hits filed as activators | 280,000 compounds, 0.2% hits | AID 1865; further: potency means the concentration at half of the fitted maximal effect; % of control where 0% means no effect; nearly all actives have a fitted effect of over 60% in size
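Murine LDR cells bearing a silenced CMV-driven GFP reporter were exposed to compound for 30 h at 37 C. After PBS washes, GFP-positive cells (20-120 um objects) counted by laser-scanning microplate cytometry.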
CBFb RUNX1 block: blocks binding between human CBF-beta and RUNX1; Potency, µM (series often up to 59.8 µM), without a hit: top-dose activity, negative = inhibition, actives largely listed as inhibitors; 230,000 tested, under 10 active; Q01196+Q13951; AID 1477; AlphaScreen CBFb-His/RUNX1-biotin binding, biochemical; further: % of control where 0% means no effect
Target sequence (Q01196 whole entry, looked up): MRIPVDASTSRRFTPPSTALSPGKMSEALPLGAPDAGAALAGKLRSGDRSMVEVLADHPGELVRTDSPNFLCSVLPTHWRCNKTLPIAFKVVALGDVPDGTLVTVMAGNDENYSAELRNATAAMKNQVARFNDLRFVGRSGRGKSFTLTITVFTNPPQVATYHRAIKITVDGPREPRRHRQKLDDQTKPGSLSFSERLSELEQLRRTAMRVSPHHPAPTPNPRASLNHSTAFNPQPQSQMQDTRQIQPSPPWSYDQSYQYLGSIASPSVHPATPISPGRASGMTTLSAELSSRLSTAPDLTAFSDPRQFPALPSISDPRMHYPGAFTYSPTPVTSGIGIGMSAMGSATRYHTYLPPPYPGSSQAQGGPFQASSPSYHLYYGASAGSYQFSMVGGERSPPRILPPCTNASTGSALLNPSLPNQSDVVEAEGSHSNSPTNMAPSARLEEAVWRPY
Target sequence (Q13951 whole entry, looked up): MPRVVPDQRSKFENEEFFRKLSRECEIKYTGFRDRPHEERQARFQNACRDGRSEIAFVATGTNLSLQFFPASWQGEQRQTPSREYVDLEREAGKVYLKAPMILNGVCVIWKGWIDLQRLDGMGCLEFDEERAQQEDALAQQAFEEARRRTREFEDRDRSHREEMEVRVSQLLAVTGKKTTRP
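Inhibition was taken as any reduction in AlphaScreen signal from the CBF-beta–RUNX1 pair (His and biotin tags, 30 nM each), measured after compound (15 min) and bead (90 min) incubations at room temperature.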
Lamin A splicing: changes lamin A minigene splicing in HeLa cells; Potency, µM (highest dose often 46.1 µM), without a hit: at the highest dose ratio change, negative = inhibition, usual class: inhibitors; HeLa LMNA splicing GFP/RFP minigene ratio, 48 h; 200,000 compounds, 0.01% hits; active means well fitted inhibition curve with a large enough effect in the signal ratio, with a control signal flat, not every such curve was filed as active; inconclusive means small, poorly fitted or top-dose-only effect, or effect the other way, or a change in a side signal; the % refers to the signal ratio; further: potency means the concentration at half of the fitted maximal effect; on the % scale 0 is the no-effect control and ±100 the full control effect
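S3 HeLa stable clones carrying a lamin A-EGFP splicing minigene plus DsRed2 were seeded at 600 cells/well in Opti-MEM with 2% FBS, pin-dosed and incubated 48 h at 37°C. Acumen cytometry (488 nm) gave the GFP/RFP total-intensity ratio.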
IMPase Li inh: IMPase inhibition in cells with lithium potentiation. CHO-M1 cells, IP1 TR-FRET (IP-One), carbachol + lithium. 210,000 compounds, 0.35% hits. Potency, µM (series often up to 59.4 µM), for inactives: top-dose activity, negative = IMPase inhibition, most hits filed as inhibitors;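 further: IP1 builds up when IMPase is blocked and the TR-FRET signal falls; potency means the concentration at half of the fitted maximal effect; plate controls were basal vehicle for no effect and high inhibitor control for full effect; nearly all actives have a fitted effect of over 50% in size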
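Steps: plate 2000 CHO-M1 cells per well and culture 16–30 h; add compound and lithium; incubate 30 min, 37C; add d2-IP1 tracer and Eu cryptate anti-IP1 antibody in lysis buffer; read after 10 min at room temperature.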
NPSR antag: antagonists of human neuropeptide S receptor cAMP signaling; CHO-NPSR cells, cAMP TR-FRET, antagonist mode; 220,000 compounds, 1% hits; Potency, µM (top dose mostly 38.3 µM), for inactives: top-dose activity change, negative = inhibition, hits mostly inhibitors; AID 1461; further: potency means the concentration at half of the fitted maximal effect; on the % scale 0 is the no-effect control and ±100 the full control effect; nearly all actives have a fitted effect of over 50% in size; many of its hits are not listed in these tables
Target sequence (Q6W5P4 whole entry, looked up): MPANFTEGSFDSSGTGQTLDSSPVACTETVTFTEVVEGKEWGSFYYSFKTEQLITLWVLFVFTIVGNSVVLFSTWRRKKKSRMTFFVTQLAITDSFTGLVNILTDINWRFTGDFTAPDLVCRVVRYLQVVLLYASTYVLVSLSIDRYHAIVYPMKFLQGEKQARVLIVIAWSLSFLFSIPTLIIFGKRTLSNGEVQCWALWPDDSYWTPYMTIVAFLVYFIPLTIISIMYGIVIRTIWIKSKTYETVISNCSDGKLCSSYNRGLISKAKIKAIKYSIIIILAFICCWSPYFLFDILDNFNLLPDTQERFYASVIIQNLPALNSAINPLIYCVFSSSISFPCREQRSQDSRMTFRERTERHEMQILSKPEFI
KinaseGlo FLuc: blocks Kinase-Glo luciferase, a counter-screen artifact | Potency, µM (titrated, usually from 38.3 µM), without a hit: at the top dose activity change, negative = inhibition, actives largely listed as inhibitors | Q27757 | 200,000 compounds, 0.28% hits | Kinase-Glo luciferase, ATP luminescence, 8 min; further: potency means the concentration at half of the fitted maximal effect; on the % scale 0 is the no-effect control and ±100 the full control effect; nearly all actives have a fitted effect of over 60% in size
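Compounds were added to a substrate mix at pH 7.2 (50 mM imidazole, 10 uM ATP, within the enzyme's linear range), followed by Kinase-Glo detection reagent; luminescence was measured after 8 minutes at ambient temperature.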
GLA spleen mod: inhibits or activates alpha-galactosidase in human spleen homogenate | P06280 | human spleen homogenate, 4MU-alpha-Gal fluorescence, 40 min | Potency, µM (doses to about 80 µM), for inactives: top-dose activity change, negative = inhibition, hits mostly inhibitors | 240,000 compounds, 0.008% hits | AID 2107;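 further: potency means the concentration at half of the fitted maximal effect; 0% = enzyme with vehicle and -100% = no enzyme basal signal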
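Human spleen homogenate (1 ug) was the enzyme source, with 4-methylumbelliferyl-alpha-D-galactopyranoside (1 mM final) in pH 5.0 citrate buffer with 0.01% Tween-20. Compounds were titrated; after 40 min at 37C, NaOH/glycine stop, 4-MU fluorescence read; AC50 from Hill fits.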
The depositor's hits bear a star; & = joins results of further samples; [ ] = dose if it differs, or a comment. Unless noted, the call rests on the fitted dose curve; in most records, active means well fitted curve in the direction sought with a large enough effect; inconclusive means small, poorly fitted or top-dose-only effect, or another doubt; inactive means no such curve, though single readings can be large; an effect the other way counts as inactive or inconclusive.

`CSCC(O)Cn1[nH]c(=O)c2cc(Cl)c(Cl)cc2c1=O` (centres undefined) gave Epigenetic derep 0.9%, CBFb RUNX1 block 0%, NPSR antag 37% and GLA spleen mod -3%.
Screening Cc1ccc(C)c(NC(=O)CSc2ncnc3nc[nH]c23)c1 returned Epigenetic derep 2.7%, CBFb RUNX1 block 9%, Lamin A splicing -3%, IMPase Li inh -3%, NPSR antag -7%[46.1 µM], KinaseGlo FLuc -2% and GLA spleen mod -13%.
Screening C=CCn1c2ccccc2c2nnc(SCC(=O)Nc3c(C)n(C)n(-c4ccccc4)c3=O)nc21 returned Epigenetic derep 0.0%, CBFb RUNX1 block -4%, Lamin A splicing inconclusive, IMPase Li inh 6%[38.3 µM], NPSR antag -4%[46.1 µM], KinaseGlo FLuc -3% and GLA spleen mod 8%.
Cc1ccc(F)cc1NC(=O)c1ccc(NS(=O)(=O)c2ccc(Br)s2)cc1 was read as Epigenetic derep -3.0%, CBFb RUNX1 block -2%, Lamin A splicing inconclusive, IMPase Li inh -1%, NPSR antag -8%, KinaseGlo FLuc 1% and GLA spleen mod 5%.
For CCCC(=O)N/N=C1\CS(=O)(=O)N(C)c2ccsc21 the results were Epigenetic derep 2.6%, CBFb RUNX1 block -13%, Lamin A splicing -6%[46 µM], IMPase Li inh -1%, NPSR antag 14%, KinaseGlo FLuc 4% and GLA spleen mod -11%.
For CCN(CC)C(=O)c1ccc(O)c(OC)c1 the results were Epigenetic derep 5.7%, CBFb RUNX1 block 11%, Lamin A splicing inconclusive, IMPase Li inh 5%&4%&9%, NPSR antag 2%, KinaseGlo FLuc -2% and GLA spleen mod 4%.
`O=C(CN1CCC(O)(c2ccc3c(c2)OCO3)CC1)OC1CCCCC1` gave Epigenetic derep -0.8%, CBFb RUNX1 block 3%, Lamin A splicing 10%, IMPase Li inh -9%[38.3 µM], NPSR antag -9%[46.1 µM], KinaseGlo FLuc -3% and GLA spleen mod 0%.
Screening O=C(O)c1c(C(=O)O)c2ccccc2[nH]c1=O returned Epigenetic derep 1.1%, CBFb RUNX1 block -7%, IMPase Li inh -11%, KinaseGlo FLuc -1% and GLA spleen mod 1%.
Screening N#CCC(=O)Nc1ccc(C(=O)NCc2ccccn2)cc1 returned Epigenetic derep -4.1%, CBFb RUNX1 block -7%, Lamin A splicing inconclusive, IMPase Li inh -1%, NPSR antag 2%, KinaseGlo FLuc 0% and GLA spleen mod 0%.
`O=C(c1ccc(Cl)c([N+](=O)[O-])c1)N1CCN(c2ccccn2)CC1` gave Epigenetic derep 1.0%, CBFb RUNX1 block -1%, Lamin A splicing 2%, IMPase Li inh 11%, NPSR antag -7%, KinaseGlo FLuc -1% and GLA spleen mod 2%.
For O=C(Cn1nc(Cc2cccnc2)c2ccccc2c1=O)N1CCN(C(=O)c2ccco2)CC1 the results were Epigenetic derep -0.2%, CBFb RUNX1 block 2%, Lamin A splicing -9%, IMPase Li inh 1%[38.3 µM], NPSR antag -7%[46.1 µM], KinaseGlo FLuc 1% and GLA spleen mod 3%.
For O=C(Nc1ccc(F)cc1)C1=CC(=O)N2CCN=C2S1 the results were Epigenetic derep 7.1%, CBFb RUNX1 block 1%, Lamin A splicing -19%[46 µM], IMPase Li inh 11%, NPSR antag -6%, KinaseGlo FLuc -1% and GLA spleen mod -7%.

Sorted by molar mass (largest number first): part of the list above
Cc1ccc(F)cc1NC(=O)c1ccc(NS(=O)(=O)c2ccc(Br)s2)cc1 was read as Epigenetic derep -3.0%, CBFb RUNX1 block -2%, Lamin A splicing inconclusive, IMPase Li inh -1%, NPSR antag -8%, KinaseGlo FLuc 1% and GLA spleen mod 5%.
`O=C(c1ccc(Cl)c([N+](=O)[O-])c1)N1CCN(c2ccccn2)CC1` gave Epigenetic derep 1.0%, CBFb RUNX1 block -1%, Lamin A splicing 2%, IMPase Li inh 11%, NPSR antag -7%, KinaseGlo FLuc -1% and GLA spleen mod 2%.
Screening N#CCC(=O)Nc1ccc(C(=O)NCc2ccccn2)cc1 returned Epigenetic derep -4.1%, CBFb RUNX1 block -7%, Lamin A splicing inconclusive, IMPase Li inh -1%, NPSR antag 2%, KinaseGlo FLuc 0% and GLA spleen mod 0%.

Additional structures:
`Cc1cc(NC(=O)COc2cccnc2[N+](=O)[O-])no1` gave Epigenetic derep -1.3%, CBFb RUNX1 block -2%, Lamin A splicing -2%[46 µM], IMPase Li inh 3%, NPSR antag 6%, KinaseGlo FLuc 1% and GLA spleen mod 0%.
For COC(=O)C1=C(C)NC=C([N+](=O)[O-])C1c1ccc(OC)cc1 (centres undefined) the results were Epigenetic derep 0.0%, CBFb RUNX1 block -22%, Lamin A splicing inconclusive, IMPase Li inh -1%, NPSR antag 4%, KinaseGlo FLuc 0% and GLA spleen mod -20%.
CN(CC(=O)Nc1ccc2c(c1)CCC2)CC(=O)Nc1ccccc1Br was read as Epigenetic derep -0.3%, CBFb RUNX1 block 0%, Lamin A splicing 5%[46 µM], IMPase Li inh 2%, NPSR antag -14%, KinaseGlo FLuc 0% and GLA spleen mod 18%.
For COc1ccc(NS(=O)(=O)c2cc(N/C(=N\S(=O)(=O)c3ccccc3)c3ccc(F)cc3)ccc2Cl)cc1 the results were Epigenetic derep 0.0%, CBFb RUNX1 block inconclusive, Lamin A splicing -16%, IMPase Li inh 5%, NPSR antag -27%, KinaseGlo FLuc -2% and GLA spleen mod -11%.
Screening CCCCCn1c(CNC(=O)c2cccs2)nc2ccccc21 returned Epigenetic derep -1.0%, CBFb RUNX1 block 0%, Lamin A splicing -9%, IMPase Li inh 19%, NPSR antag -29%, KinaseGlo FLuc 1% and GLA spleen mod 2%.
CCCC1=Nc2cc(C(=O)NCCCOCC)ccc2Sc2ccccc21 was read as Epigenetic derep 0.0%, CBFb RUNX1 block 2%, Lamin A splicing inconclusive, IMPase Li inh 11%[38.3 µM], NPSR antag inconclusive, KinaseGlo FLuc -1% and GLA spleen mod 4%.
Screening COc1ccc(N2CCN(CCCNC(=S)Nc3c(C)cccc3C)CC2)cc1 returned Epigenetic derep 3.3%, CBFb RUNX1 block -9%, Lamin A splicing -19%[46 µM], IMPase Li inh -4%, NPSR antag -2%, KinaseGlo FLuc 9% and GLA spleen mod -1%.
Screening CN(CC(=O)NC1CCCc2ccccc21)S(=O)(=O)c1cccs1 (centres undefined) returned Epigenetic derep -1.6%, CBFb RUNX1 block 8%, Lamin A splicing 0%, IMPase Li inh -4%, NPSR antag -4%, KinaseGlo FLuc 0% and GLA spleen mod 13%.
Screening COCC(=O)O returned CBFb RUNX1 block 3%[21.7 µM], IMPase Li inh -17% and GLA spleen mod 2%.
Screening CCOC(=O)N1CCN(c2ncnc3c2cnn3-c2ccc(Cl)cc2)CC1 returned Epigenetic derep 1.6%, CBFb RUNX1 block 11%, Lamin A splicing inconclusive, IMPase Li inh 17%[38.3 µM], NPSR antag -15%[46.1 µM], KinaseGlo FLuc 5% and GLA spleen mod -5%.
Screening CCOc1ccccc1NC(=O)CCN(c1ccc(C)cc1)S(=O)(=O)c1ccccc1 returned Epigenetic derep 0.9%, CBFb RUNX1 block 7%, Lamin A splicing -2%, IMPase Li inh 10%, NPSR antag -34%, KinaseGlo FLuc -1% and GLA spleen mod 3%.
For N/C(=N\OC(=O)c1ccc(Cl)c([N+](=O)[O-])c1)c1ccccn1 the results were Epigenetic derep 0.0%, CBFb RUNX1 block 2%, IMPase Li inh 12%, NPSR antag -15% and GLA spleen mod 7%.
CC(/C=C/c1ccccc1)=N/NC(=O)Cn1nnc(N)n1 was read as Epigenetic derep -3.7%, CBFb RUNX1 block 9%, NPSR antag -7% and GLA spleen mod -3%.
Screening O=C(N/N=C\c1ccc(Sc2ccccn2)o1)c1cccc(F)c1 returned Epigenetic derep 0.0%, CBFb RUNX1 block 0%, Lamin A splicing 6%, IMPase Li inh 2%[38.3 µM], NPSR antag -16%[46.1 µM], KinaseGlo FLuc -3% and GLA spleen mod 4%.
Screening Cc1ccc(-c2[nH]nc(N)c2N=Nc2cccc(Cl)c2C)cc1 returned Epigenetic derep 1.4%, CBFb RUNX1 block inconclusive, Lamin A splicing inconclusive, IMPase Li inh 21%[38.3 µM], NPSR antag inconclusive, KinaseGlo FLuc -2% and GLA spleen mod 8%.
CCN1CCN(C(=O)c2ccccc2N(Cc2ccccc2)S(=O)(=O)c2ccc(C)cc2)CC1 was read as Epigenetic derep -1.5%, CBFb RUNX1 block -2%, Lamin A splicing 3%, IMPase Li inh -1%[38.3 µM], NPSR antag -24%[46.1 µM], KinaseGlo FLuc 0% and GLA spleen mod 0%.
COc1cc(OC)cc(C(=O)N[C@H](C(=O)OCC(=O)Nc2cccc(F)c2)C(C)C)c1 was read as Epigenetic derep -1.8%, CBFb RUNX1 block 14%, Lamin A splicing 20%, IMPase Li inh 17%, NPSR antag -19%, KinaseGlo FLuc 2% and GLA spleen mod 5%.
Screening CCC(C)OC(=O)C1=C(C)O[C@]23OC(N)=C(C#N)[C@]12C(=O)c1ccccc13 (some centres undefined) returned Epigenetic derep 0.8%, CBFb RUNX1 block -1%, Lamin A splicing -6%, IMPase Li inh 26%, NPSR antag -9%[46.1 µM], KinaseGlo FLuc 1% and GLA spleen mod inconclusive.
COc1cc(/C=N/Nc2nc(=O)[nH]nc2C)cc(OC)c1O was read as Epigenetic derep -0.7%[10.1 µM], CBFb RUNX1 block 0%, Lamin A splicing inconclusive, IMPase Li inh 10%, NPSR antag -25%, KinaseGlo FLuc -6% and GLA spleen mod -6%.
`CC(C)(C)N1CC(OC(N)=O)C1` gave Epigenetic derep 1.1%, CBFb RUNX1 block 0%, NPSR antag 9% and GLA spleen mod 0%.
Screening Cc1noc2ncc(C(=O)c3cc(F)ccc3O)cc12 returned Epigenetic derep -0.1%, CBFb RUNX1 block -2%, Lamin A splicing 14%, IMPase Li inh 30%[38.3 µM], NPSR antag -4%[46.1 µM], KinaseGlo FLuc -1% and GLA spleen mod 2%.
COc1ccc(OC)c(-n2c(SCC(=O)N3CCc4ccccc43)nc3c(c2=O)SCC3)c1 was read as Epigenetic derep 0.0%, CBFb RUNX1 block 1%, Lamin A splicing -8%, IMPase Li inh 4%, NPSR antag -16%[46.1 µM], KinaseGlo FLuc 0% and GLA spleen mod 2%.
CN1C(=O)CC(c2cn(Cc3ccccc3)c3ccccc23)C1=O (centres undefined) was read as Epigenetic derep -7.6%, CBFb RUNX1 block inconclusive, NPSR antag -11% and GLA spleen mod 7%.

Source: PubChem BioAssay

Some of the compounds tested (hit frequency here may not be typical).
